Screens from PubChem.
Glioma ERSR ind: inducers of ER stress response in human glioma cells; U87-MG GRP78 promoter luciferase reporter, 16 h; AID 602332; 420,000 tested, 0.02% active; Potency, µM, for inactives: top-dose activation, most hits filed as activators; also: potency is read from the fitted curve at half-maximal effect; series mostly up to about 76 µM; % of control where 0% means no effect; nearly all actives have a fitted effect of over 35% in size
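ERSR induction read as luciferase luminescence (Bright-Glo, 10 min at room temperature) in stably transfected human U87-MG glioma cells exposed to compounds for 16 h, using GRP78 as sensor.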
Vif-APOBEC3G blk: inhibitors of Vif-APOBEC3G interaction; Q9HC16; HeLa A3G-eYFP + Vif (tagged APOBEC3G with the HIV-1 protein that degrades it), YFP fluorescence, overnight; Potency, µM (series often up to 46.1 µM), inactives show at the highest dose activity, negative = active, hits mostly inhibitors; 410,000 tested, 0.076% active; AID 602310;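 also: potency is read from the fitted curve at half-maximal effect; % is scaled to controls: 0 for no effect and ±100 for the full control effect; nearly all actives have a fitted effect of over 60% in size; hits raise eYFP signal because A3G escapes Vif-driven loss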
Target sequence (Q9HC16 whole entry, looked up): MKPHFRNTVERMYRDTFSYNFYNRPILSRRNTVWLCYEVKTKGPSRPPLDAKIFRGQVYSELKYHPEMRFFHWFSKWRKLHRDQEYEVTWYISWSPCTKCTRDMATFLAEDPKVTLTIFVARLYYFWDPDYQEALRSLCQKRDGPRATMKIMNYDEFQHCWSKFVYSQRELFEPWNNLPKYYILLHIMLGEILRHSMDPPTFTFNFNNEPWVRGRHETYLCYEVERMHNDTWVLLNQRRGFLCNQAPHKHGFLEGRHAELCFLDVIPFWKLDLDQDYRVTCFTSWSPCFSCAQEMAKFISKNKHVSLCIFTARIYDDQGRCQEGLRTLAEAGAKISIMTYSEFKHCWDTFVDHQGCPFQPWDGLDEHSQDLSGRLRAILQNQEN
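HeLa cells stably expressing Vif and C-terminally eYFP-tagged A3G, seeded overnight at 37 deg C, then exposed to compound by pintool overnight at 37 deg C. Rise in yellow fluorescence (Ex 488/Em 500-530, Acumen) marks blocked Vif-driven A3G degradation.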
Vif-APOBEC3F blk: inhibitors of Vif-A3F interaction. AID 602313. Potency, µM (series often up to 46.1 µM), inactives show top-dose activity, negative = active. HeLa A3F-eYFP + Vif (tagged APOBEC3F with the HIV-1 protein that degrades it), YFP fluorescence increase. 390,000 tested, 0.2% active; also: potency is read from the fitted curve at half-maximal effect; % of control where 0% means no effect; nearly all actives have a fitted effect of over 65% in size
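HeLa cells stably expressing Vif plus C-terminally eYFP-tagged A3F were seeded, incubated overnight at 37 deg C, dosed with compound, incubated overnight again at 37 deg C. Yellow fluorescence (Ex 488/Em 500-530) reported blocked Vif-mediated A3F-eYFP degradation.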
PI4K2A inh: PI4K2A (human) kinase inhibition; Q9BTU6; purified PI4K2A, ADP-Glo luminescence, 1 h; active compounds read low; activity change, negative = inhibition, % at 76.9 µM; 420,000 tested, 0.13% active; AID 1346378; in the data active = activity change below about -50%; inconclusive = mostly about -30% to -49%;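 also: -100% = wells without enzyme as full effect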
Target sequence (Q9BTU6 whole entry, looked up): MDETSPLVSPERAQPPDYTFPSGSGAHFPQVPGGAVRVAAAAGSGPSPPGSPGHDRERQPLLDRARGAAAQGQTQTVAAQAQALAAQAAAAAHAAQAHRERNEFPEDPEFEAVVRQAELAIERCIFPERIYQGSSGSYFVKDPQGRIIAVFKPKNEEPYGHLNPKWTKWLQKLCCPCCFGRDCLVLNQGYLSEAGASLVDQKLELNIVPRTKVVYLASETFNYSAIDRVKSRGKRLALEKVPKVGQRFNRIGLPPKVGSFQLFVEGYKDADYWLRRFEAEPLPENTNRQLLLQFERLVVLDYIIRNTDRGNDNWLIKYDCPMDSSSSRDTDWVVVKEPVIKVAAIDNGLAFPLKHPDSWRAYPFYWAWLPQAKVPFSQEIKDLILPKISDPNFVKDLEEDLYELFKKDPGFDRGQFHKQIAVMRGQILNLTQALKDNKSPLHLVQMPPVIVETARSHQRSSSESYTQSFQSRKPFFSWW
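Compounds are screened against recombinant PI4K2A using PI as substrate and ATP, the latter dispensed at 300 microM. Reactions run one hour at ambient temperature before ADP-Glo detection; full inhibition defined by wells lacking enzyme.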
USP1-UAF1 inh: inhibitors of human USP1/UAF1 deubiquitinase; 390,000 tested, 0.23% active; Potency, µM (titrated, usually from 57.1 µM), for inactives: top-dose activity change, negative = inhibition, actives largely listed as inhibitors; recombinant USP1/UAF1, Ub-Rhodamine cleavage fluorescence; also: potency is read from the fitted curve at half-maximal effect; % is scaled to controls: 0 for no effect and ±100 for the full control effect; nearly all actives have a fitted effect of over 60% in size; inactives centre near -12
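USP1/UAF1 complex at 1 nM was preincubated with compound for 15 min at room temperature, then Ub-Rho substrate (150nM final) was added. Fluorescence (480/540 nm) was read kinetically, 6 reads every 60 seconds.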
IDH1 R132H inh: blocks human mutant IDH1 R132H enzyme; IDH1-R132H enzyme, NADPH consumption, diaphorase/resazurin fluorescence; Potency, µM (highest dose often 76.6 µM), for the others: at the highest dose activity change, negative = inhibition, hits mostly inhibitors; 390,000 tested, 0.093% active; AID 602179; also: potency is read from the fitted curve at half-maximal effect; % is scaled to controls: 0 for no effect and ±100 for the full control effect; nearly all actives have a fitted effect of over 65% in size
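IDH1-R132H (0.5 ug/mL) preincubated 30 min with compound, then NADPH (0.016 mM) and alpha-KG (2 mM) added; 80 min at RT, pH 7.5. Remaining NADPH coupled via diaphorase/resazurin to fluorescence (540/590 nm); concentration-response curves normalized to no-enzyme control.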
LDHA inh: blocks human lactate dehydrogenase A. P00338. purified LDHA, NADH/diaphorase-resazurin fluorescence; active compounds read low. activity change, % (values are at about 110 or 230 µM). 480,000 tested, 0.15% active. AID 1347041; in the data active = activity change below about -30%; inconclusive = mostly about -25% to -30%;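 also: plate controls were DMSO wells for no effect and wells without enzyme for full effect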
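Remaining NADH was detected by diaphorase (0.133 mg/mL) converting 37 µM resazurin to fluorescent resorufin, read at 0 and 20 minutes. The preceding 5-minute room-temperature reaction used 2 nM LDHA, 0.2 mM sodium pyruvate and 0.06 mM NADH at pH 7.4.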
RXFP1 ag: agonists of human relaxin receptor RXFP1; Potency, µM (highest dose often 57.5 µM), for inactives: at the top dose activation, usual class: activators; Q9HBX9; 370,000 tested, 0.3% active; HEK293T-RXFP1 cAMP TR-FRET, 30 min; response scale: percent of porcine relaxin response, buffer zero; AID 2676; also: potency is read from the fitted curve at half-maximal effect; % is scaled to controls: 0 for no effect and ±100 for the full control effect; nearly all actives have a fitted effect of over 60% in size; many of its hits are not listed in these tables
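cAMP rise read by TR-FRET after 30 min, 37C compound exposure (up to 58 uM) in RXFP1-transfected HEK293 cells with Ro 20174 present. EC50 from Hill-equation fits, with 29 nM porcine relaxin as 100% and buffer as basal.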
TrxR1 substrate: is turned over as a substrate by rat TrxR1 | purified TrxR1 substrate turnover, NADPH consumption readout | 390,000 tested, 0.01% active | Potency, µM (titrated, usually from 114 µM), for the others: at the highest dose activity change, negative = substrate turnover | AID 588456; also: potency is read from the fitted curve at half-maximal effect; % is scaled to controls: 0 for no effect and ±100 for the full control effect; nearly all actives have a fitted effect of over 50% in size
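Rat TrxR1, dispensed at 90 nM, was prereduced with 400 uM NADPH (final) for 5 min at ~22 deg C, then incubated with compound 15 min before 400 uM selenite. A first-read NADPH fluorescence drop versus no-compound background flagged substrates.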
Starred values were filed as active, the others as inactive; ? = inconclusive; . = not tested or not shown; & = joins results of further samples; [ ] = another dose, or the depositor's remark. Unless noted, calls follow the shape of the dose curve; as a rule, active = well fitted curve in the direction sought with a large enough effect; inconclusive = small, poorly fitted or top-dose-only effect, or another doubt; inactive = no such curve, though single readings can be large; an effect the other way counts as inactive or inconclusive.

SMILES	Glioma ERSR ind	Vif-APOBEC3G blk	Vif-APOBEC3F blk	PI4K2A inh	USP1-UAF1 inh	IDH1 R132H inh	LDHA inh	RXFP1 ag	TrxR1 substrate
CN(C)c1ccc(C(=S)Nc2ccccc2)cc1	-5.9%	-7.7%	-13.6%	-3.7	-9.3%	9.4%	0.3	-1.2%	-2.8%
Fc1cccc(CSc2nc3ncc(Cl)cc3[nH]2)c1	4.9%	-12.0%	2.7%	-16.7	-22.4%	2.9%	-2.3	-0.6%	7.8%[57.1 µM]
O=S(=O)(/C=C/c1ccccc1)N1CCN(c2ccccc2)CC1	-5.1%	-0.2%	3.0%	2.9	-9.5%	7.2%	-7.6	0.2%	-10.4%
CN(CC(=O)Nc1ccccc1C(F)(F)F)C(=O)COc1ncnc2ccccc12	-1.6%	-5.0%	8.0%	5.7	-15.4%	1.2%	-2.5	-1.0%	-0.1%
CCN=C1SC(CC(=O)Nc2ccc(C(F)(F)F)cc2)C(=O)N1CC (configuration not stated)	-1.7%	0.1%	-8.4%	-0.6	-4.3%	3.1%	-1.6	-1.0%	3.8%
O=C(O)C1CCN(Cc2oc(CO)cc(=O)c2O)C1 (configuration not stated)	-2.0%	2.2%	3.2%	1.4	-1.2%	4.3%	7.7	.	8.9%[57.1 µM]
O=C(C(Cc1ccccc1)n1cccc1)N1CCN(c2ncccn2)CC1 (configuration not stated)	-1.5%	1.4%	-15.4%	1.7	-13.9%	-7.6%	-14.6	-0.6%	1.1%[57.1 µM]
c1ccc(-c2noc(CC3CCCCC3)n2)nc1	-3.1%	-4.8%	-1.2%	3.4	-15.1%	13.3%	-6.1	-2.7%	-4.1%[0.0914 µM]
CN(C)c1cccc(C(=O)NCc2ccccc2)c1	0.8%	-0.4%	6.3%	-2.4	-19.6%	0.2%	-6.1	0.9%	8.5%[57.1 µM]
COc1ccc(-n2c(C)nc3sc4c(c3c2=O)CCC4)cc1	0.3%	0.1%	12.8%	-7.2	-6.6%	-0.1%	-21.6	2.3%	-2.2%
Cc1ccc(C2c3[nH]c4ccccc4c3CCN2C(=O)Nc2ccc(C)c(C)c2)cc1 (configuration not stated)	-0.9%	3.6%	-9.1%	-11.7	?	4.4%	-6.5	-2.5%	-0.1%[57.1 µM]
Cc1c(NC(=O)C(C)Sc2ccc3ccccc3n2)c(=O)n(-c2ccccc2)n1C (configuration not stated)	3.8%	-2.5%	1.7%	-5.5	-15.1%	0.9%	0.7	2.7%	-10.9%
CCC1=C(OC(=O)N(CC)CC)N2C(=O)OC(=NCC(=O)OC)[C@]2(C)[C@H]2C1=CC[C@H]1C(=O)N(C)C(=O)[C@H]12	-2.4%	-2.0%	10.1%	6.9	-7.5%	0.0%	-1.0	0.7%	3.3%
CC(=O)c1ccc(N2CCN(c3ccc4cc(S(=O)(=O)N5CCC(C)CC5)ccc4n3)CC2)cc1	-3.0%&0.3%	1.2%&1.9%	1.9%&-5.4%	-21.5&2.6	-11.7%&-24.8%	2.9%&-11.0%	0.5&-12.3	0.0%&10.5%	4.5%
O=C(/C=C/c1ccccc1)Nc1nc(-c2cccs2)ns1	-5.4%	-2.4%	-0.6%	-3.1	-7.6%	-10.0%	-3.9	1.3%	7.8%
Cc1cc(C)nc(SCc2nnc(SCC(=O)Nc3c(C)cccc3C)o2)n1	-4.4%	1.7%	1.5%	4.4	-12.0%	2.7%	-8.9	1.6%	-8.9%
COc1cccc(NC(=O)c2ccco2)c1	3.5%	-5.6%	-0.8%	-6.1	-2.4%	-7.8%	-8.2	0.4%	-1.0%
O=C(Nc1ccc(Br)cc1F)c1cc2nc(-c3ccco3)cc(C(F)(F)Cl)n2n1	1.7%	-0.7%	-5.1%	11.2	-23.8%	6.6%	-2.0	-0.1%	4.7%
CCC(C)NC(=O)c1ccccc1NC(=O)CN1C(=O)c2ccccc2S1(=O)=O (configuration not stated)	0.2%	-0.2%	-1.2%	-6.0	-4.7%	-14.1%	-16.3	-0.5%	-1.0%
CCCCNC(=O)Cn1c2c(c(-c3ccccc3Cl)cc1=O)CCC2	-3.6%	-13.4%	2.1%	-4.9	-25.9%	14.1%	3.0	0.6%	3.7%[57.1 µM]
C[C@H](NS(=O)(=O)c1ccc(F)cc1)C(=O)OCC(=O)c1c(N)n(C)c(=O)n(C)c1=O	-8.1%	-0.2%	-6.5%	1.6	-3.3%	-1.4%	-9.0	.	-0.3%
Cc1ccc(NC(=O)C2CC(=O)n3c(nc4ccccc43)N2)cc1 (configuration not stated)	-3.1%	-0.1%	-0.5%	-5.7	-5.6%	-1.9%	1.9&0.2	0.6%	20.1%
CCOc1ccc(C(=O)c2cn(Cc3ccc(OC)cc3)c3cc(OC)c(OC)cc3c2=O)cc1	-0.5%	4.1%	0.6%	0.1	-23.6%	5.7%	0.8	0.7%	-11.3%
CCOC(=O)c1cc(-c2cccc([N+](=O)[O-])c2)nc2[nH]c(=O)[nH]c(=O)c12	-4.4%	0.1%	-3.7%	-1.1	-12.9%	-2.5%	0.8	0.0%	-7.2%
O=C(NC(=S)NCCN1CCOCC1)c1ccccc1Cl	-1.7%	1.4%	-8.1%	-0.5	2.3%	-1.0%	-2.3	1.2%	4.9%

Additional results follow:
SMILES	Glioma ERSR ind	Vif-APOBEC3G blk	Vif-APOBEC3F blk	PI4K2A inh	USP1-UAF1 inh	IDH1 R132H inh	LDHA inh	RXFP1 ag	TrxR1 substrate
Cc1cccc(N2CCN(C(=O)c3cn(C)c(=O)c4c3c3ccccc3n4C)CC2)c1C	-2.2%	-7.3%	-4.0%	4.9	-13.9%	1.5%	4.1	1.1%	15.0%
CC(C)c1ccc(CN(C(=O)/C=C/c2ccco2)C2CCS(=O)(=O)C2)cc1 (configuration not stated)	0.7%	1.2%	-12.8%	-9.4	6.4%	2.9%	-1.8	-0.5%	0.1%[57.1 µM]
COc1ccc(CCNC(=O)Cn2c(=O)oc3ccccc32)cc1OC	-1.9%	2.4%	-9.8%	-8.8	10.5%	4.7%	-6.7	0.5%	6.3%[57.1 µM]
COc1ccc(-c2cc(=O)c3ccc(O)cc3o2)cc1	?	-13.5%	-10.5%	-0.7	-20.2%	-3.8%	0.3	.	5.3%
COc1ccccc1Nc1sc(C(=O)c2ccc(F)cc2)c(N)c1S(=O)(=O)c1ccc(C)cc1	-1.2%	-1.1%	-0.8%	-1.8	-18.4%	-7.3%	3.1	7.4%	-5.1%[57.1 µM]
CCCC(=O)N1CCN(c2nc3ccc(Cl)cc3s2)CC1	1.1%	-2.5%	-3.9%	-3.8	-15.1%	1.0%	-11.1	-0.1%	2.2%
COc1ccc(-c2noc(CCC(=O)NCc3ccc(C)cc3)n2)cc1	-0.9%	-2.0%	0.5%	0.6	-12.8%	-16.6%	-11.5	3.5%	-2.9%
Cc1ccc2c(-c3ccc([N+](=O)[O-])cc3)cc(=O)[nH]c2c1	-1.3%	0.2%	-0.2%	-0.2	-9.5%	24.6%	-7.3	1.4%	3.6%
O=C1CCN(C(=O)c2ccc(Cl)cc2)N1	-4.1%	1.4%	5.9%	2.0	-9.1%	6.9%	-1.3	0.5%	-0.5%
COc1cc2c(cc1OC)-c1cc(Nc3ccc(F)cc3)nc(=O)n1CC2	-4.6%	-0.2%	-6.4%	2.2	-1.3%	2.3%	-4.0	0.0%	5.2%
CC(=O)Nc1ccc(-n2nnnc2SCC(=O)NC2CCCC2)cc1	-2.6%	2.4%	?	-1.5	?	-4.0%	-3.3	-1.3%	7.3%
COc1ccccc1C1NC(c2ccccc2OC)C(C)C(=O)C1C (configuration not stated)	-5.1%	-1.0%	1.3%	1.1	1.4%	4.1%	-0.3	1.7%	11.9%[57.1 µM]
Cc1ccc(O)c(C(=O)c2cnc3onc(-c4ccc(F)cc4)c3c2)c1	-2.2%	0.0%	2.2%	3.0	-4.2%	2.2%	-8.1	1.8%	-5.1%
Cc1ccc(-c2cc(C(=O)NCCc3ccccc3)c3ccccc3n2)cc1C	-0.1%	-3.1%	-1.5%	-1.7	-12.5%	2.5%	-3.4	2.5%	9.2%[57.1 µM]
Oc1ccc(Cl)cc1C=NN1CCCCCC1	2.3%	-3.9%	?	0.4	-8.0%	0.0%	-7.8	.	-9.4%
N#CCCN1CCN(S(=O)(=O)c2ccc(S(=O)(=O)N3CCOCC3)cc2)CC1	1.3%	0.1%	0.0%	-5.5	-10.9%	-11.1%	-12.4	-0.5%	5.1%
COc1ccccc1CN1C(=O)C(=O)N(Cc2cccc(C)c2)C1=O	1.9%	0.5%	0.5%	0.9	-32.9%	0.0%	-1.9	-2.4%	-3.4%
COc1ccc(N(C)C(=O)Cc2c(C(=O)O)[nH]c3ccccc23)cc1	-4.4%	-0.4%	-3.0%	0.3	0.8%	-2.7%	-0.6	-1.0%	5.4%[11.4 µM]
COc1ccc(C(C)NC(=O)CCc2ccccc2)cc1 (configuration not stated)	-7.9%	-1.9%	-0.8%	-2.7	-18.4%	6.2%	-2.4	-3.9%	-4.9%

Not all compounds are listed, so the mix of outcomes need not match the whole.
